Source: PubChem
M1AAP inhibition – P. falciparum M1AAP inhibitors, biochemical, fluorogenic H-Leu-NHMec substrate, 1536-well (AID 1445) | recombinant M1AAP, H-Leu-NHMec fluorogenic kinetic assay; higher % means a stronger effect | inhibition, % at 30 µM; hits with a dose series show IC50 in µM | 220,000 tested, 0.42% active;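 active means primary inhibition above the hit cutoff, then over 50% inhibition at one or more dose response concentrations, cut at about 23% in these data, passing the limit was not always enough; inconclusive means conflicting primary data, or primary hits not chosen for dose response; inactive means low primary inhibition, or under 50% at every dose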;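 further: plate controls were DMSO full reaction for no effect and no enzyme background for full effect; strong numbers were not always called active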
UTI89 phage lysis – inhibition of K1F phage lysis, E. coli UTI89, bacterial capsule biogenesis inhibitors, alamar blue (AID 488966). E. coli UTI89 K1F phage lysis, alamar blue, 2 h; higher % means a stronger effect. inhibition, % at 100 µM, or IC50 in µM where a hit was titrated. 340,000 tested, 0.02% active;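 active means phage lysis inhibition, versus mean bacterial control, above a set limit; inconclusive means no clear call, values can overlap the other calls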;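 further: capsule biogenesis inhibitors block K1F phage lysis so surviving cells raise fluorescence; higher fluorescence means more inhibition of phage lysis; actives were called in the ten point dose series up to 300 µM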
RSV antiviral HEp-2 – inhibition of RSV-induced cytopathic effect – HEp-2 cells, primary 10 µM value included (AID 2391). HEp-2 cells, RSV-induced CPE inhibition; higher % means a stronger effect. 310,000 tested, 0.13% active. CPE inhibition, % at 10 µM; hits with a dose series show IC50 in µM; in the data active means a potency from the dose series; inconclusive means CPE inhibition mostly from about 23% at the one dose, without a potency; inactive means the rest, 99 in 100 with CPE inhibition below about 21%; further: strong numbers were not always called active
TNAP activators – stimulation of alkaline phosphatase TNAP activity – biochemical, luminescent, no phosphate acceptor, uHTS, primary screen (AID 1001); purified TNAP, luminescent activation assay, no phosphate acceptor; higher activation fold means a stronger effect; 200,000 tested, 0.03% active; activation fold at 20 µM; hits with a dose series show EC50 in µM; in the data active means activation fold from about 3, or a potency from the dose series; inactive means the rest, 99 in 100 with activation fold below about 1.6; further: many of its hits are not listed in these tables
T cell modulator – T cell immune modulation candidate. 2C CD8+ T cell-vesicle binding, flow cytometry; active compounds read low. calls only at 7 µM. 330,000 tested, 0.068% active. AID 2052;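 active means response, share of CD8 T cells binding vesicles, and their 90th percentile fluorescence all below set limits, cut at about 80% in these data, passing the limit was not always enough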
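Also added: QL9-peptide-loaded Drosophila micro-vesicles bearing Ld, ICAM-1 and B7-1; Test system: purified 2C TCR transgenic mouse naive CD8+ T cells; Measured by: cytometric PE anti-B7-1 and Alexa647 anti-CD8 signals after 1% paraformaldehyde fixation; Timing: binding step 1.5 h, 37 °C, antibody labelling 20 min, ice.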
West Nile virus CPE – West Nile virus antiviral activity, cell-based, CPE readout (AID 1621). 290,000 tested, 0.02% active. West Nile virus-infected cells, CPE inhibition; higher % means a stronger effect. CPE inhibition, % at 10 µM; hits with a dose series show IC50 in µM; in the data active means a potency from the dose series; inconclusive means CPE inhibition mostly from about 3.7% at the one dose, without a potency; inactive means the rest, 99 in 100 with CPE inhibition below about 2.2%; further: strong numbers were not always called active
human PMI inhibitors – human PMI inhibitors, high substrate, primary screen, biochemical, fluorescence intensity, high mannose 6-phosphate (AID 1220) | recombinant PMI enzyme, coupled fluorescence intensity; higher % means a stronger effect | inhibition, % at 20 µM, or IC50 in µM where a hit was titrated | 190,000 tested, 0.66% active
P. falciparum M17LAP – P. falciparum M17LAP inhibitors, primary screen, biochemical, fluorogenic H-Leu-NHMec substrate, 1536-well (AID 1619). inhibition, % at 30 µM; hits with a dose series show IC50 in µM. recombinant M17LAP, H-Leu-NHMec fluorogenic kinetic assay; higher % means a stronger effect. 220,000 tested, 0.38% active;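 active means compound inhibiting the enzyme by more than half at any dose during confirmatory dose-response retesting; inconclusive means strong single-dose inhibitors picked by rank but not retested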;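 further: plate controls were full reaction with DMSO carrier for no effect and no enzyme background for full effect; strong numbers were not always called active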
PMI inhibitors – inhibitors of human PMI, primary screen, biochemical, fluorescence intensity, coupled assay (AID 1209). purified PMI enzyme, coupled fluorescence intensity; higher % means a stronger effect. one-dose inhibition, % at 20 µM; IC50 in µM for titrated hits. 190,000 tested, 0.42% active;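 further: plate controls were DMSO vehicle for no effect and wells lacking substrate for full effect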
T cell modulator vesicle-bound % – further read-out of T cell modulator, marked with its call; double positive events, %; measured here: CD8+ vesicle-bound cell fraction;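 binding gate set so that unloaded-vesicle control wells show 10% double positive cells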
* = called active by the depositor; i = inactive; ? = inconclusive; . = not tested or not shown; [ ] = dose if it differs, or a comment. Unless noted, no stated cut-off is given here; in the data, active means inhibition above about 50%; inactive means the rest.

SMILES | M1AAP inhibition | UTI89 phage lysis | RSV antiviral HEp-2 | TNAP activators | T cell modulator | T cell modulator vesicle-bound % | West Nile virus CPE | human PMI inhibitors | P. falciparum M17LAP | PMI inhibitors
O=C(Nc1ccc(C(=O)N2CCN(c3ccccc3)CC2)cc1)C1=CSCCO1 | . | -0.4% | 2.0% | . | i | 19.6 | 0.0% | . | . | .
OC(c1ccccn1)(c1ccccn1)c1ccccn1 | -4.1% | 1.9%[50 µM] | 0.5% | 1.8 | i | 29.1 | 1.3% | -31.7% | -3.1% | -25.5%
O=C(Nc1cccnc1)C1CCN(S(=O)(=O)c2ccc(Cl)cc2)CC1 | . | -1.8%[50 µM] | 0.5% | . | i | 18.8 | 0.4% | . | . | .
Cc1ccc2c(c1)-c1ccccc1S(=O)(=O)N2 | . | 0.3% | 0.9% | 1.1 | i | 7.0 | 0.1% | -0.5% | . | 5.2%
Cc1cccc(-n2nnc3c(=O)n(CC(=O)Nc4cc(C)on4)cnc32)c1 | 3.2% | 0.1% | -0.2% | 1.1 | i | 50.9 | -0.1% | -4.2% | -1.1% | -2.8%
COc1ccc(CC(=O)Nc2ccc(S(=O)(=O)NCC3CCCO3)cc2)cc1 (stereo not drawn) | 3.4% | 3.7% | 2.2% | 1.1 | i | 33.4 | -1.1% | 0.7% | -0.1% | 2.9%
Fc1ccc(Nc2ccnc(C(F)(F)F)c2)cc1 | . | 0.0% | 10.5% | . | i | 59.7 | -0.5% | . | . | .
O=C(COc1ncnc2cc([N+](=O)[O-])ccc12)NCCc1ccc(Cl)cc1 | -10.5% | -1.2% | 0.3% | 1.1 | i | 27.7 | -1.0% | 11.9% | -6.3% | 5.8%
COc1ccc(Oc2nc(-c3cccnc3)nc3ccccc23)cc1 | -0.6% | -1.4% | 0.9% | . | i | 47.6 | 0.0% | . | -9.0% | .
Cc1cccc(OCC(=O)NCCNC(=O)c2ccco2)c1 | . | 0.1% | -0.4% | . | i | 24.8 | -0.3% | . | . | .
Cc1ccc(C(=O)O)cc1NC(=O)c1cccs1 | 1.5% | 0.3% | 1.0% | 1.1 | i | 26.0 | 0.0% | -13.4% | -5.5% | -17.8%
O=c1nc2n(c3cc(Cl)c(S(=O)(=O)N4CCOCC4)cc13)CCCCC2 | 3.5% | 0.6% | 1.4% | 0.9 | i | 5.2 | -0.1% | -7.5% | 1.2% | -12.9%
CC(C)C(=O)Nc1ccc(C(=O)NC2CCSC2=O)cc1 (stereo not drawn) | 7.3% | 0.3% | -0.8% | 1.1 | i | 45.2 | 0.3% | -0.5% | 12.8% | 0.1%
C=CCn1c(SCC(=O)NC2CCCCC2)nc2ccccc2c1=O | 0.1% | 3.0% | 3.1% | 1.3 | i | 18.9 | -0.2% | -8.2% | -3.7% | -6.2%
CCc1ccc(NC(=O)c2ccc(NC3=NC4CS(=O)(=O)CC4S3)cc2)cc1 (stereo not drawn) | . | -0.1% | ? | . | i | 26.0 | -0.1% | . | . | .
O=C(NNC(=O)c1cccc([N+](=O)[O-])c1)c1ccncc1 | . | -2.3% | 2.4% | 1.1 | i | 41.8 | -0.1% | -4.1% | . | 2.1%
C=C(C)C1CC=C(C)/C(=N/NC(=O)COc2ccc(Cl)cc2)C1 (stereo not drawn) | 4.3% | 0.1% | 1.3% | 1 | i | 34.1 | 0.8% | -1.3% | 5.5% | -4.4%
CC(C)(C)n1cnc2cc(NS(=O)(=O)c3ccccc3)ccc21 | 6.4% | 0.0% | 1.3% | 0.7 | i | 40.6 | -0.1% | -2.3% | 10.0% | -1.0%
CCOC(=O)C1CCN(S(=O)(=O)c2c(C)[nH]c(C)c2C(=O)N2CCCC2)CC1 | . | 0.6% | -0.6% | . | i | 8.7 | -0.3% | . | . | .
COC(=O)c1c(NC(=O)CN2CCC3(O)CCCCC3C2c2cc(OC)ccc2OC)sc(C)c1C (stereo not drawn) | 0.8% | 5.1% | ? | 1 | i | 12.1 | -1.6% | 7.6% | 0.8% | 16.6%
O=C(CN1C(=O)c2ccccc2S1(=O)=O)Nc1ccccc1C(=O)NCc1ccco1 | 9.9% | -0.1% | -0.5% | 1.1 | i | 55.3 | 0.0% | -1.6% | 23.5% | -0.3%
CCOC(=O)[C@@H]1[C@H]2COc3cc(OC)ccc3[C@@H]2N2C(=O)N(c3ccc(OC)cc3)C(=O)[C@]12C | . | 2.5% | 2.4% | . | i | 31.0 | -0.6% | . | . | .
NC(=O)C1CCN(C(=O)C23CC4CC(CC(C4)C2)C3)CC1 | 8.9% | 1.7% | 2.6% | 1.1 | i | 41.8 | 0.3% | -2.9% | -13.6% | 1.7%
N=c1c(C(=O)NC2CCCCC2)cc2c(=O)n3ccccc3nc2n1Cc1cccnc1 | . | 0.4% | 1.4% | . | i | 35.2 | -0.9% | . | . | .
O=C(CSCc1cc(=O)[nH][nH]1)Nc1ccc(F)cc1 | -4.0% | 1.2% | 0.3% | 1 | i | 30.2 | 1.0% | 4.2% | 6.0% | 4.2%
SMILES | M1AAP inhibition | UTI89 phage lysis | RSV antiviral HEp-2 | TNAP activators | T cell modulator | T cell modulator vesicle-bound % | West Nile virus CPE | human PMI inhibitors | P. falciparum M17LAP | PMI inhibitors
CC(=O)c1cccc(N(C(=O)c2ccco2)C(C(=O)NC2CCCC2)c2cccs2)c1 (stereo not drawn) | . | -0.2% | 3.1% | . | i | 29.0 | -0.6% | . | . | .
COCCn1c(SCCCc2ccccc2)nc2c1c(=O)[nH]c(=O)n2C | 5.7% | -0.9%[50 µM] | 7.1% | 1 | i | 31.5 | 0.2% | 9.4% | 3.9% | 10.7%
CCOC(=O)C(C)Oc1ccc2c(C)cc(=O)oc2c1C(C)=O (stereo not drawn) | 3.1% | 6.1% | 0.5% | 1.1 | i | 47.8 | 0.0% | -5.0% | -3.6% | -0.8%
O=C(COC(=O)/C=C/c1cccs1)Nc1cccc(S(=O)(=O)N2CCOCC2)c1 | 0.4% | 0.4% | 2.0% | 1 | i | 40.4 | -0.1% | -8.1% | -9.4% | -5.7%
CCc1cc2c(cc(C(=O)O)n2C)s1 | 5.9% | 1.5% | 0.5% | 1.1 | i | 53.8 | 1.6% | -8.4% | 7.2% | -2.7%
COc1ccc(C(=O)NCC(=O)n2nc(C)cc2C)cc1OC | 2.4% | 1.0% | 0.4% | 1 | i | 33.4 | 0.6% | -8.6% | -10.8% | -4.5%
Cc1ccc(Cn2c(C(C)Nc3nc(-c4ccc(Cl)c([N+](=O)[O-])c4)cs3)nc3cc(C(F)(F)F)ccc32)cc1 (stereo not drawn) | . | 1.9% | -3.5% | . | i | 44.2 | 0.5% | . | . | .
COC(C(=O)Nc1ccc(S(=O)(=O)Nc2ccc(C)c(C)c2)cc1)c1ccccc1 (stereo not drawn) | 6.1% | -1.5% | 2.5% | 1.2 | i | 40.4 | -1.6% | 5.8% | 4.1% | 17.2%
NC(=O)C1(N2CCCCC2)CCN(Cc2ccc(Br)cc2)CC1 | 3.2% | -1.2% | . | . | i | 24.1 | -1.5% | . | 1.6% | .
CC1CCN(C(=O)CN(c2cccc(F)c2)S(C)(=O)=O)CC1 | . | 0.9% | 0.2% | 1.1 | i | 8.3 | 0.4% | 3.1% | . | 8.7%
C=CCn1c(CC(=O)Nc2ccc(C)cc2C)nnc1SCC(=O)N1CCOCC1 | . | 1.2%[50 µM] | 2.3% | . | i | 58.8 | 0.1% | . | . | .
NC1=NC2=C(CCCC2)C2(CCCCC2)S1 | 3.9% | 0.2% | 11.4% | 1 | i | 49.9 | -0.2% | 4.1% | 6.0% | 3.3%
Cc1ccc(CNC(=O)c2cc3c(=O)n(C)c4ccccc4c3n2C)o1 | 1.5% | 6.7% | 3.1% | 1.2 | i | 64.3 | ? | 3.1% | -7.8% | 7.0%
CCN(CC)CCCNC(=O)CSc1nc(-c2cccs2)cc(C(F)(F)F)n1 | 6.4% | 0.2% | -1.0% | 1.1 | i | 44.4 | -0.7% | -4.7% | 8.2% | 1.1%
Cc1ccc(C)c(/C=C2\N=C(c3ccccc3F)OC2=O)c1 | . | 0.1% | 0.2% | . | i | 2.9 | -0.3% | . | . | .
COc1ccccc1CNC(=O)c1cccc(C)c1[N+](=O)[O-] | 1.5% | 1.8% | 1.4% | 1.2 | i | 50.0 | -0.2% | 16.1% | 0.6% | 20.0%
COc1ccc(Br)cc1CN(C)C(C)C(=O)Nc1cccc(C(C)=O)c1 (stereo not drawn) | 2.8% | 0.1% | 2.2% | 1 | i | 26.3 | -1.4% | 5.7% | -4.7% | 9.7%
COC(=O)/C=C1/S/C(=N/N=C/c2ccco2)NC1=O | 20.6% | . | . | . | i | 13.7 | -0.4% | . | 8.8% | .
COc1ccc(CCCc2nnc(SCc3nc4ccccc4c(=O)[nH]3)n2C)c(C)c1 | 0.5% | 0.0% | 0.9% | . | i | 32.8 | -0.3% | . | 3.4% | .
CCOC(=O)c1nc(C)sc1-c1ccnn1S(=O)(=O)c1cccc(Cl)c1 | -8.3% | 0.6% | 2.0% | . | i | 37.7 | 0.5% | . | -7.8% | .
CCCc1nc2c(c(=O)c3ccccc3n2C)c(=O)n1-c1cc(C)cc(C)c1 | -0.3% | -1.0% | 60.1% | . | i | 10.5 | -0.7% | . | 4.2% | .
COc1ccccc1CCNC(=O)C1CCC(=O)N(Cc2ccccc2OC)C1 (stereo not drawn) | . | 1.1% | 1.5% | . | i | 7.2 | -0.6% | . | . | .
COc1ccc(C(=O)CSc2nnc(-c3ccco3)n2CC2CCCO2)cc1 (stereo not drawn) | 2.7% | i | 1.9% | 1.1 | i | 44.3 | 0.5% | -2.0% | 19.8% | -8.6%
O=C(NC1CCCC1)C1CCCN1C(=O)Oc1ccccc1 (stereo not drawn) | 5.0% | -0.1% | -0.4% | 1.1 | i | 18.8 | -0.2% | -4.5% | -0.9% | -4.9%
O=C(O)c1ccc(N/N=C/C=C/c2ccccc2)cc1 | 8.5% | 10.1% | 2.6% | . | i | 15.1 | 0.3% | . | 9.1% | .
Cc1cc2oc(=O)cc(Cn3nnc(-c4ccc(Cl)cc4)n3)c2cc1C(C)C | 4.6% | . | 22.2% | 1.1 | i | 49.9 | -2.1% | 7.8% | 7.4% | 10.7%
